Screens as filed in PubChem BioAssay.
MPTP block – mitochondrial permeability transition pore inhibitors, primary screen, biochemical, isolated mouse mitochondria, absorbance; Ca2+ swelling absorbance, 30 min; inhibition, % at 10 µM; 1.4% of 360,000 active;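 active = inhibition of 50% or more, scaled per plate between neutral and stimulator controls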;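 also: 0% = DMSO wells given calcium and 100% = 1 mM EGTA wells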
* hit, by the source's call. Some of the compounds tested (hit frequency here may not be typical).

Molecule | MPTP block
CCCCCC(=O)N1C[C@@H](O)[C@H](n2cc(COC(=O)c3ccccc3)nn2)C[C@@H]1c1ccc(OC)cc1 | -3.6
CC1=C(C(=O)N2CCCCCC2)CC(CC(=O)NCC2CCCCC2)C(=O)N1Cc1ccccc1 (configuration not stated) | -0.7
CN1CCN(C(=O)C(=O)c2cn(CC(=O)N3CCCCCC3)c3ccccc23)CC1 | -0.6
OC(c1ccc(CN2CCCCC2)cc1)c1ncc(-c2ccccc2)[nH]1 (configuration not stated) | 0.3
N#CC1C(=O)NC(=O)C(C#N)C12CCCc1sccc12 (configuration not stated) | 0.3
OC[C@@H]1CN(Cc2cccnc2)C[C@H](n2cnc3c(N4CCN(c5ccccc5)CC4)ncnc32)O1 | 0.7
CCCCn1nnnc1C(c1ccccc1)N1CCN(C(=O)C2CCCO2)CC1 (configuration not stated) | 1.2
CC1(C(=O)NS(=O)(=O)c2cccc(C#N)c2)CCN1C(=O)c1cccc2ccccc12 (configuration not stated) | -0.5
NC(CCc1ccccc1)c1csc(NC(=O)NCCc2ccccc2)n1 (configuration not stated) | 4.2
CCc1nc2c(OCCc3cccc(OC)c3)cccn2c1N(C=O)Cc1ccccc1 | 0.9
O=C(/C=C/[C@H]1O[C@@H](n2ccc(=O)[nH]c2=O)[C@H](O)[C@@H]1O)NCCN1CCOCC1 | -1.4
CCCCN(C)c1c(C)nc2ccc(C(=O)NCc3ccc(OC)cc3)cn12 | 3.3
CC1=C(C(=O)N(C)C)CC(CC(=O)NC2CCCC2)C(=O)N1CCCN1CCCC1=O (configuration not stated) | 0.3
CC(=O)N1CCc2cc(NC(=O)C3(C)CCN3Cc3ccccc3Cl)ccc21 (configuration not stated) | 0.8
CC(C)C[C@H]1CN([C@@H](Cc2ccccc2)CN2CCC[C@@H]2CN2C(=O)C(=O)NC[C@@H]2Cc2ccc(O)cc2)C(=O)C(=O)N1CC1CCCCCC1 | -2.3
CCOc1ccc(CNC(=O)C2CCN(S(=O)(=O)N3CCC(C)CC3)CC2)cc1OC | 1.0
COc1ccc(NC(=O)C(c2ccc(C(F)(F)F)cc2)n2c(=O)c(-c3cc4ccccc4[nH]3)nc3ccccc32)cc1 (configuration not stated) | 2.7
O=C(NC(c1ccccc1)c1ccc2ccccc2n1)C1CCN(CCOc2ccc(Cl)cc2Cl)CC1 (configuration not stated) | 0.7
CCC(C)C(CO)NCCCn1cnc2c(OC)ncnc21 (configuration not stated) | -0.9
COc1cc(C=CC(=O)N2CCN(CC(=O)N3CCCC3)CC2)cc(OC)c1OC | -1.0
COC(=O)c1cc(=O)nc(NN=Cc2ccc(C)cc2)s1 | 0.1
CC1CCN(C(=O)COC(=O)c2cccc(S(=O)(=O)N3CCOCC3)c2)CC1 | -2.3
COc1ccc(C(NC(=O)C2CCN(Cc3ccc(Oc4ccccc4)cc3)CC2)c2ccccc2C)cn1 (configuration not stated) | 4.3
OCC1OC(Nc2ccccc2C=NO)C(O)C1O (configuration not stated) | -0.6
CCc1nc2c(OCCOc3ccc(F)cc3)cccn2c1N(C)C(=O)CC(C)C | 0.3
CC(C)N(C)c1ncnc2c1ncn2[C@H]1CN(Cc2ccc(-c3ccccc3)cc2)C[C@@H](CO)O1 | 1.1
O=C(c1[nH]c(C(F)(F)F)nc1-c1ccccc1)N1CCC(Cc2ccccc2)CC1 | 3.7
COc1ccc(C(=O)Nc2ccc3c(c2)OCO3)cc1S(=O)(=O)N1CCOCC1 | -0.2
COc1ccc(NC(=O)c2cccc3c(-c4cnn(C)c4)coc23)cc1 | -0.3
COc1ccc(C2=Nc3ccccc3N(C(=O)c3ccc4c(c3)OCO4)C2C(=O)NCc2ccccc2)cc1 (configuration not stated) | -1.6

Arranged by molar mass (smallest number first): six of the compounds above
Molecule | MPTP block
N#CC1C(=O)NC(=O)C(C#N)C12CCCc1sccc12 (configuration not stated) | 0.3
COC(=O)c1cc(=O)nc(NN=Cc2ccc(C)cc2)s1 | 0.1
COc1ccc(NC(=O)c2cccc3c(-c4cnn(C)c4)coc23)cc1 | -0.3
CCCCN(C)c1c(C)nc2ccc(C(=O)NCc3ccc(OC)cc3)cn12 | 3.3
CCCCn1nnnc1C(c1ccccc1)N1CCN(C(=O)C2CCCO2)CC1 (configuration not stated) | 1.2
OC[C@@H]1CN(Cc2cccnc2)C[C@H](n2cnc3c(N4CCN(c5ccccc5)CC4)ncnc32)O1 | 0.7

The listing picks up, starting 4 compounds before the break.
Molecule | MPTP block
O=C(c1[nH]c(C(F)(F)F)nc1-c1ccccc1)N1CCC(Cc2ccccc2)CC1 | 3.7
COc1ccc(C(=O)Nc2ccc3c(c2)OCO3)cc1S(=O)(=O)N1CCOCC1 | -0.2
COc1ccc(NC(=O)c2cccc3c(-c4cnn(C)c4)coc23)cc1 | -0.3
COc1ccc(C2=Nc3ccccc3N(C(=O)c3ccc4c(c3)OCO4)C2C(=O)NCc2ccccc2)cc1 (configuration not stated) | -1.6
CCC(c1nnnn1-c1ccc2c(c1)OCCO2)N1CCN(c2ccccc2OC)CC1 (configuration not stated) | -0.1
Cc1ccc(-c2cnc(C(O)c3cc(C)cc(C)c3)[nH]2)cc1 (configuration not stated) | 1.2
O=C1c2ccccc2C(c2nnnn2Cc2ccccc2)N1CCc1ccc(O)cc1 (configuration not stated) | -1.8
CC(=O)Nc1ccc(C(=O)N2CCCCC2c2cc(C(=O)Nc3cccc4c3CCCC4)no2)cc1 (configuration not stated) | 0.9
COc1cc(C(=O)N2CCCCC2c2cc(C(=O)N3CCOCC3)no2)cc(OC)c1C (configuration not stated) | -0.2
CNc1cncc(-c2ccc(OC)cc2OC)n1 | 0.5
COC(=O)[C@@]12C[C@@H](CC(=O)NCC34CC5CC(CC(C5)C3)C4)C(=O)N(Cc3ccccc3)C1=CCC(C)(C)C2 | -0.1
Cc1cccc(C)c1NC(=O)C(c1cccc2ccccc12)n1c(=O)c(-c2cc3ccccc3[nH]2)nc2ccccc21 (configuration not stated) | 1.6
COc1ccc(NC(=O)C[C@H]2C(=O)N(C3CCCCC3)C[C@@H]2c2ccccc2)cc1 | -1.9
CC1(C(=O)O)CCN1C(=O)c1cccc(C(F)(F)F)c1 (configuration not stated) | -0.1
COP(=O)(OC)OC(C(=O)c1ccccc1)c1ccccc1 (configuration not stated) | -1.7
Cc1cc2oc(=O)cc(CN3CCCC3)c2cc1C | -0.2
Cc1cccc(NC(=O)c2nc[nH]c2C(=O)Nc2ccccc2F)c1 | -0.7
CCOC(=O)C1=C[C@@H](C(C)C)N(S(=O)(=O)c2ccc(C)cc2)[C@H]1c1ccccc1F | 1.3
COc1cccc(Nc2nc(C(N)Cc3ccc(C(F)(F)F)cc3)cs2)n1 (configuration not stated) | 5.8
COc1ccc(N(CC(=O)NCc2cccs2)S(=O)(=O)c2ccc(C(C)=O)cc2)cc1 | 1.8
COc1ccccc1NC(=O)COC(=O)c1c(NC(C)=O)sc(C)c1C | -0.6
CCNC(=O)C1(C)CCN(Cc2cccc(C(F)(F)F)c2)C1 (configuration not stated) | -0.9
CN1CCN(C(=O)C[C@@H]2CC[C@@H]3[C@H](COC[C@@H](O)CN3Cc3cccc(Cl)c3)O2)CC1 | 16
COc1ccc(CN2CCC(C)(Oc3ccc(C(C)=O)cc3)C2)c2ccccc12 (configuration not stated) | 0.3
O=C(NC1CCCC1)C1c2ccccc2OCC(=O)N1CCc1ccccc1 (configuration not stated) | 1.3
CCCNC(=O)c1cc(C2CCCCN2C(=O)c2cccs2)on1 (configuration not stated) | -1.2
Cc1ccc2nc(SCC(=O)N3N=C(c4cccs4)CC3c3ccc(F)cc3)nc(=O)n2c1 (configuration not stated) | 0.2
COCCNC(=O)c1ccc(-c2ccc(OC)cc2C)c2ccoc12 | -1.8
CCOC(=O)N1CCN(C(c2cc3ccccc3o2)c2nnnn2C(C)(C)C)CC1 (configuration not stated) | 0.1
O=C1[C@H]2[C@@H](c3ccc(C(F)(F)F)cc3)N[C@]3(CCCN(Cc4ccc(C(F)(F)F)cc4)C3=O)[C@H]2C(=O)N1Cc1ccccc1 | -2.6
O=S(=O)(c1ccc(Br)cc1F)N1CC[C@H](O)C1 | -0.7
Cc1cc(Cl)ccc1C(O)c1ncc(-c2ccc(Cl)cc2)[nH]1 (configuration not stated) | 5.5
COc1cccc(-c2cnc3c(NC(C)=O)cc(-c4cccc(C(=O)NCCO)c4)cn23)c1 | -0.3
CC1(C(=O)NS(=O)(=O)c2cccc(F)c2)CCN1C(=O)CC1CCCC1 (configuration not stated) | -0.9
COc1ccccc1-c1noc2c1C(=O)N(Cc1cn(-c3ccc(Cl)cc3)nn1)CC2 | -0.2
COCCNC(=O)c1cc2c(c(-c3cccc(C#Cc4ccc(OC)c(OC)c4)c3)n1)[C@H](CCO)N(S(=O)C(C)(C)C)C2 (some centres not stated) | -1.3
O=C(Nc1ccc2c(c1)OCCO2)C1c2ccccc2OCC(=O)N1CCc1c[nH]c2ccccc12 (configuration not stated) | 0.0
CC(=O)N1CC2(CC(c3ccccc3C(F)(F)F)=NO2)CN1c1ccc(Cl)cc1 (configuration not stated) | -0.3
CCN1C(C)=CC(=O)[C@@H](O)[C@H]1c1ccccc1Br | -0.5
CC(=O)c1ccc2c(c1)N(Cc1ccccc1)C(=O)C(C)S2 (configuration not stated) | -0.5
CCCCN1C(=O)C(CC(=O)NCCCN(C)C)CC(C(=O)N(C(C)C)C(C)C)=C1C (configuration not stated) | 1.0
COc1ccc(-c2coc3c(C(=O)Nc4cccc(NS(C)(=O)=O)c4)cccc23)c(C)c1 | 1.4
O=C(Nc1ccc(F)c(Cl)c1)[C@@H]1O[C@H](CO)[C@H](O)[C@H](O)[C@H]1O | -0.3
CC(=O)c1ccc(-c2cnc3c(NC=O)cc(-c4cnn(C)c4)cn23)cc1 | 1.1
Cc1cn([C@H]2C[C@H](O)[C@@H](CNC(=O)c3ccccn3)O2)c(=O)[nH]c1=O | -1.4
CSCCC(C(=O)NC(C)(C)C)n1c(-c2ccccc2)nc2ccccc21 (configuration not stated) | -0.9
COc1ccc(C(=O)Nc2nc(C)cs2)cc1S(=O)(=O)N1CCOCC1 | 0.0
COc1ccc(NC(=O)c2ccc(-c3ccc(F)cc3)o2)cc1OC | 0.0
O=C(CNc1ccc(C(F)(F)F)cc1)Nc1cccc(S(=O)(=O)N2CCCCC2)c1 | 66*
Cc1ccc([C@H]2C[C@@H](O)[C@H](n3cc(-c4ccc(F)cc4)nn3)CN2Cc2cccs2)cc1 | -1.2
Cc1cccc(C(=O)C(O)(c2ccccc2)C2CCCCC2=O)c1 (configuration not stated) | -1.4
COC(=O)C[C@@H]1CC[C@@H](NC(=O)c2ccccc2F)[C@@H](CO)O1 | -0.6
O=C(CC[C@H]1O[C@@H](n2ccc(=O)[nH]c2=O)[C@H](O)[C@@H]1O)N1CCN(c2ccccn2)CC1 | -0.1
CC(C)(C)NC(=O)C(C1CC1)n1c(=O)c(-c2ccco2)nc2ccccc21 (configuration not stated) | -0.5
O=C(Nc1ccccc1N1CCOCC1)[C@@H]1O[C@H](CO)[C@H](O)[C@H](O)[C@H]1O | -0.8
O=C(COC(=O)c1cc(F)c(F)cc1Cl)NC1CCCCCC1 | 0.2
COc1ccc(C(N)c2csc(Nc3ccc(C(=O)NCCCO)cn3)n2)cc1 (configuration not stated) | -0.7
COCCNc1ncnc2c1ncn2[C@H]1CN(Cc2ccncc2)C[C@@H](CO)O1 | -1.3
COC(=O)C[C@H]1CC[C@@H](NC(=O)Nc2ccc(C(F)(F)F)cc2)[C@@H](CO)O1 | 0.3
CC(=O)Oc1ccc(Cn2c(C)c(C(=O)NCc3ccc4c(c3)OCCO4)sc2=O)cc1 | -1.5
C[C@H](O)[C@@H]1C(=O)N2CCc3c([nH]c4ccccc34)[C@@H]2C[C@@H]1N(C)C(=O)Nc1cccc2ccccc12 | -2.0
COc1cccc(C(C)(O)c2nc(-c3cncnc3)cs2)c1 (configuration not stated) | -0.2
O=C(O)c1cccc(N2C(=O)C=CC2=O)c1 | -0.4
O=C(Nc1ccc2c(c1)OCCO2)C(C1CC1)N1CCN(c2ccc(F)cc2)CC1 (configuration not stated) | -0.2

More results.
Molecule | MPTP block
O=C(COC(=O)c1cc([N+](=O)[O-])ccc1N1CCOCC1)NCc1ccccc1 | -0.4
C#CCNC(=O)C[C@@H]1C[C@@]2(C(=O)OCC)CCCC=C2N(CCCCCCCC)C1=O | -2.1
COCCNC(=O)C1(C)CCCN(C(=O)c2ccccc2C(F)(F)F)C1 (configuration not stated) | -0.9
CC1(Cc2ccc(S(C)(=O)=O)cc2)C(=O)Nc2ccc(Cl)cc21 (configuration not stated) | -1.7
O=S1(=O)CCN(CCc2ccccc2)CC1 | -0.2
COc1ccc(-c2cnc3c(c2)C(=O)N([C@H](C)CO)C[C@@H](C)[C@@H](CN(C)C(=O)NC2CCCC2)O3)cc1 | -0.5
CCc1ccc(OC2(C)CCN(Cc3ccc(SC)cc3)C2)cc1 (configuration not stated) | -0.1
COc1cccc(-c2cnc3c(NC=O)cc(-c4cccc(C(=O)N(C)C)c4)cn23)c1 | 0.4
CCc1nnc(NC(=O)c2ccco2)s1 | 0.1
CC(C)(C)OC(=O)N(CCc1ccccc1)Cc1ccccc1OCc1cccc(NC(=O)C2CC2)c1 | -0.9
CCOC(=O)[C@]12CCCC=C1N(Cc1cccc3ccccc13)C(=O)[C@H](CC(=O)N1CCN(C(=O)c3ccco3)CC1)C2 | -0.2
CCOC(=O)C1(C)CCCN(C(=O)c2ccc3snnc3c2)C1 (configuration not stated) | -1.8
C[C@@H]1CN([C@@H](C)CO)C(=O)CCCn2nncc2CO[C@@H]1CN(C)C(=O)Nc1ccnc(N2CCOCC2)c1 | -0.4
CCN(Cc1ccccc1)c1cc2c(c3c1ccn3C)C1CCC2C1 (configuration not stated) | 3.1
